Vif-APOBEC3G blk: Vif-A3G binding inhibition; Q9HC16; HeLa A3G-eYFP + Vif (tagged APOBEC3G with the HIV-1 protein that degrades it), YFP fluorescence, overnight; Potency, µM (doses to about 46.1 µM), for inactives: at the highest dose activity, negative = active, usual class: inhibitors; actives 0.076% (n = 410,000);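 note: potency is the fitted concentration of half-maximal effect; % is set by controls: 0 for no effect and ±100 for the full control effect; nearly all actives have a fitted effect of over 60% in size; hits raise eYFP signal because A3G escapes Vif-driven loss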
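HeLa cells stably expressing Vif and C-terminally eYFP-tagged A3G, seeded overnight at 37 deg C, then exposed to compound by pintool overnight at 37 deg C. Rise in yellow fluorescence (Ex 488/Em 500-530, Acumen) marks blocked Vif-driven A3G degradation.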
IDH1 R132H inh: inhibitors of human mutant IDH1 R132H; IDH1-R132H enzyme, NADPH consumption, diaphorase/resazurin fluorescence; O75874; AID 602179; Potency, µM (series often up to 76.6 µM), for the others: top-dose activity change, negative = inhibition, most hits filed as inhibitors; actives 0.093% (n = 390,000); note: potency is the fitted concentration of half-maximal effect; % is set by controls: 0 for no effect and ±100 for the full control effect; nearly all actives have a fitted effect of over 65% in size
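IDH1-R132H (0.5 ug/mL) preincubated 30 min with compound, then NADPH (0.016 mM) and alpha-KG (2 mM) added; 80 min at RT, pH 7.5. Remaining NADPH coupled via diaphorase/resazurin to fluorescence (540/590 nm); concentration-response curves normalized to no-enzyme control.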
USP1-UAF1 inh: blocks the human USP1/UAF1 deubiquitinase complex; O94782; recombinant USP1/UAF1, Ub-Rhodamine cleavage fluorescence; Potency, µM (titrated, usually from 57.1 µM), for inactives: at the top dose activity change, negative = inhibition, usual class: inhibitors; actives 0.23% (n = 390,000); AID 743255; note: potency is the fitted concentration of half-maximal effect; % is set by controls: 0 for no effect and ±100 for the full control effect; nearly all actives have a fitted effect of over 60% in size; inactives centre near -12
Target sequence (O94782 whole entry, looked up): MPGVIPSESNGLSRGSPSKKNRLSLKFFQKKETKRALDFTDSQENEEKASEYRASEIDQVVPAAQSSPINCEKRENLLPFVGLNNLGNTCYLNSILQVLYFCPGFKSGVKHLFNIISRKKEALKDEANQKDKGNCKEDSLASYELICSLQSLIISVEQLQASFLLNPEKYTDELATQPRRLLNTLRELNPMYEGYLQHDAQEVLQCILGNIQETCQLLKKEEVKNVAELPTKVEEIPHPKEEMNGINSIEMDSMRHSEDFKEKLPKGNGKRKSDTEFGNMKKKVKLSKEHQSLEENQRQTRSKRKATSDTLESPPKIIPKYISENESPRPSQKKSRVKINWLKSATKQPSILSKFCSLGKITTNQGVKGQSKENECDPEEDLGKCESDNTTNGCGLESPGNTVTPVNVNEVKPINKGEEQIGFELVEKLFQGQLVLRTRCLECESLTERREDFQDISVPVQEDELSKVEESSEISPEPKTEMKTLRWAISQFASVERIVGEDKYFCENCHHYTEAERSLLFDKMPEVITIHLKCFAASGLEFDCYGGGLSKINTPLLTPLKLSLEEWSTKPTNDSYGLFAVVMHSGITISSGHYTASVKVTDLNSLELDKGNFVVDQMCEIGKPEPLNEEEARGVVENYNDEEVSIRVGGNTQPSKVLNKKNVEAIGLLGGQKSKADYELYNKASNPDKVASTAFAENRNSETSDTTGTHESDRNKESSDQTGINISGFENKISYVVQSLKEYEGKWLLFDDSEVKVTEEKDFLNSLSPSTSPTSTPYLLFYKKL
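USP1/UAF1 complex at 1 nM was preincubated with compound for 15 min at room temperature, then Ub-Rho substrate (150nM final) was added. Fluorescence (480/540 nm) was read kinetically, 6 reads every 60 seconds.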
TrxR1 substrate: rat thioredoxin reductase 1 substrate activity. purified TrxR1 substrate turnover, NADPH consumption readout. Potency, µM (doses to about 114 µM), without a hit: top-dose activity change, negative = substrate turnover. actives 0.01% (n = 390,000). AID 588456; note: potency is the fitted concentration of half-maximal effect; % is set by controls: 0 for no effect and ±100 for the full control effect; nearly all actives have a fitted effect of over 50% in size
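Rat TrxR1, dispensed at 90 nM, was prereduced with 400 uM NADPH (final) for 5 min at ~22 deg C, then incubated with compound 15 min before 400 uM selenite. A first-read NADPH fluorescence drop versus no-compound background flagged substrates.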
GRP78 ERSR act: induces the endoplasmic reticulum stress response in human glioma cells | U87-MG GRP78 promoter luciferase reporter, 16 h | Potency, µM, for inactives: at the highest dose activation, actives largely listed as activators | actives 0.02% (n = 420,000) | AID 602332; note: potency is the fitted concentration of half-maximal effect; series mostly up to about 76 µM; % of control where 0% means no effect; nearly all actives have a fitted effect of over 35% in size
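ERSR induction read as luciferase luminescence (Bright-Glo, 10 min at room temperature) in stably transfected human U87-MG glioma cells exposed to compounds for 16 h, using GRP78 as sensor.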
LDHA inh: inhibitors of human lactate dehydrogenase A; P00338; purified LDHA, NADH/diaphorase-resazurin fluorescence; stronger effect = lower value; activity change, % (values are at about 110 or 230 µM); actives 0.15% (n = 480,000); in the data active = activity change below about -30%; inconclusive = mostly about -25% to -30%;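 note: plate controls were DMSO wells for no effect and wells without enzyme for full effect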
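Human LDH5 at 2 nM final in Tris HCl pH 7.4 with 0.06 mM NADH and 0.2 mM pyruvate, reacted 5 minutes at room temperature. Remaining NADH coupled via diaphorase/resazurin; resorufin fluorescence read at 0 and 20 minutes, normalized to enzyme-free and DMSO wells.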
Vif-A3F inh: inhibitors of Vif-A3F interaction | HeLa A3F-eYFP + Vif (tagged APOBEC3F with the HIV-1 protein that degrades it), YFP fluorescence increase | Potency, µM (series often up to 46.1 µM), inactives show at the top dose activity, negative = active | actives 0.2% (n = 390,000); note: potency is the fitted concentration of half-maximal effect; % of control where 0% means no effect; nearly all actives have a fitted effect of over 65% in size
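HeLa cells stably expressing Vif plus C-terminally eYFP-tagged A3F were seeded, incubated overnight at 37 deg C, dosed with compound, incubated overnight again at 37 deg C. Yellow fluorescence (Ex 488/Em 500-530) reported blocked Vif-mediated A3F-eYFP degradation.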
rTrxR1 inhibitor: inhibitors of rat thioredoxin reductase 1. AID 588453. recombinant rTrxR1, NADPH fluorescence consumption, selenite substrate. O89049. actives 1% (n = 390,000). Potency, µM (highest dose often 114 µM), without a hit: at the highest dose activity change, negative = inhibition, actives largely listed as inhibitors; note: potency is the fitted concentration of half-maximal effect; % is set by controls: 0 for no effect and ±100 for the full control effect; nearly all actives have a fitted effect of over 65% in size
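Rat TrxR1 (90 nM in the dispensed reagent) was pre-reduced with 400 uM NADPH for 5 min at room temperature, then incubated with compound for 15 min. After 400 uM selenite was added, NADPH fluorescence (Ex 340/Em 450 nm) was followed for 8 min.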
RGS4 inh: inhibitors of human regulator of G protein signaling 4; P49798; Transcreener GDP fluorescence polarization, RGS4-accelerated GTP hydrolysis; Potency, µM (doses to about 114 µM), without a hit: at the top dose activity change, negative = inhibition, usual class: inhibitors; actives 0.039% (n = 390,000); AID 504845; note: potency is the fitted concentration of half-maximal effect; % is set by controls: 0 for no effect and ±100 for the full control effect; nearly all actives have a fitted effect of over 75% in size; some results filed as inactive show a strong effect at the top dose
Target sequence (P49798 whole entry, looked up): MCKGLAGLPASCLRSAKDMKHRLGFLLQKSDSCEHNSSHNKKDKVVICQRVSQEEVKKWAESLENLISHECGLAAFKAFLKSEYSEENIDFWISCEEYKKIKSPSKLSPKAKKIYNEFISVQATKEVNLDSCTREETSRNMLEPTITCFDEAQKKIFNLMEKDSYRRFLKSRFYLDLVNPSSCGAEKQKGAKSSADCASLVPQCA
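MLSMR compounds (23 nl, pin-transferred) preincubated 10 min at room temperature with a 500nM (2x) first reagent, then RGS4 at 900nM (2x) plus Transcreener GDP mix added; fluorescence polarization (620/688 nm) read before and after 90 min at 30 °C.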
* = called active by the depositor; ? = inconclusive; . = not tested or not shown; & = joins results of further samples; [ ] = another dose, or the depositor's remark. Unless noted, calls come from the whole dose curve; as a rule, active = well fitted curve in the direction sought with a large enough effect; inconclusive = small, poorly fitted or top-dose-only effect, or another doubt; inactive = no such curve, though single readings can be large; an effect the other way counts as inactive or inconclusive.

The first 2 compounds (preview)
SMILES	Vif-APOBEC3G blk	IDH1 R132H inh	USP1-UAF1 inh	TrxR1 substrate	GRP78 ERSR act	LDHA inh	Vif-A3F inh	rTrxR1 inhibitor	RGS4 inh
COc1ccc(CNC(=O)c2ccc(N3CCCC3)c(NC(=O)NCc3ccc(C)cc3)c2)cc1	4%	-8%	-26%	-2%[57.1 µM]	-3%	-9	5%	8%[57.1 µM]	8%
CC(C)(C)C(=O)Cn1ncc(Br)c(Br)c1=O	?	-1%	-17%	0%	-15%	0	-4%	?	0%

The listing, previewed entries included:
SMILES	Vif-APOBEC3G blk	IDH1 R132H inh	USP1-UAF1 inh	TrxR1 substrate	GRP78 ERSR act	LDHA inh	Vif-A3F inh	rTrxR1 inhibitor	RGS4 inh
COc1ccc(CNC(=O)c2ccc(N3CCCC3)c(NC(=O)NCc3ccc(C)cc3)c2)cc1	4%	-8%	-26%	-2%[57.1 µM]	-3%	-9	5%	8%[57.1 µM]	8%
CC(C)(C)C(=O)Cn1ncc(Br)c(Br)c1=O	?	-1%	-17%	0%	-15%	0	-4%	?	0%
CCCCn1cnc2c1c(=O)[nH]c(=O)n2CCCC	-5%	4%	0%	3%[57.1 µM]	6%	1&0	5%	7%	-20%[11.4 µM]
O=c1cc(CO)[nH]cc1OCc1ccccc1	-2%	2%	0%	-20%[11.4 µM]	-1%	0	3%	21%[11.4 µM]	?
COc1cc(NC(=O)CCc2c(C)n(C)c3cc(-c4ccccc4C)nn3c2=O)cc(OC)c1OC	-13%	10%	-7%	-10%[57.1 µM]	0%	6	-22%	-20%[57.1 µM]	-15%
COCCCNC(=O)CSC1=Nc2ccccc2C2=NC(CCC(=O)NCc3ccc(OC)cc3)C(=O)N12 (stereo not given)	0%	-9%	4%	3%[57.1 µM]	-1%	0	1%	17%[57.1 µM]	4%
Cc1c2cnn(CC(=O)Nc3c(F)c(F)cc(F)c3F)c(=O)c2c(C)n1Cc1ccccc1F	1%	3%	?	-5%	-3%	-5	-4%	-6%	-42%
CC1(N2CCOCC2)CC2(O)C(=[N+]1[O-])CCc1c2no[n+]1[O-] (stereo not given)	-7%	11%	?	-9%	-2%	23	6%	-47%	18%[11.4 µM]
O=C1c2ccncc2C(=O)N1Cc1cccc(Cl)c1	1%	11%	-17%	-5%	1%	-6	-6%	26%[57.1 µM]	12%
COc1ccc(NC(=O)c2ccc3c(c2)c(C)c(C)n3Cc2ccc(F)cc2)c(OC)c1	-27%	0%	-3%	-6%[57.1 µM]	-3%	5	-9%	10%[57.1 µM]	-22%
CC1CCN(c2ccc3nnc(CCC(=O)Nc4cccc(F)c4)n3n2)CC1	2%	-4%	-12%	-6%	0%	2	-4%	6%	10%[11.4 µM]
COc1ccccc1NCC(=O)N/N=C(\C)c1ccc(Br)s1	1%	2%	-3%	-11%	-4%	0	-12%	-11%	-5%
O=S(=O)(NCC(c1ccco1)N1CCc2ccccc21)c1ccccc1 (stereo not given)	4%	10%	-23%	5%	-4%	0	11%	21%	-17%
COC(=O)c1ccc(NC(=O)c2cc3cc(C)ccc3n2C)cc1	1%	4%	4%	0%	4%	0	3%	19%	6%
Cc1ccc(OCc2ccc(C(=O)Nc3ccc(S(N)(=O)=O)cc3)o2)cc1	1%	-6%	-3%	-2%[57.1 µM]	-5%	-13	-4%	-7%[57.1 µM]	10%
O=[N+]([O-])c1ccc(Cl)cc1C=NNc1ccccn1	-8%	2%	-7%	-3%[11.4 µM]	-1%	0	16%	14%[11.4 µM]	-19%
COc1ccccc1NC(=O)CSc1ncc2c(n1)-c1cc(Cl)ccc1N(Cc1ccccc1)S2(=O)=O	0%	0%	1%	-4%[57.1 µM]	0%	6	-4%	-9%[57.1 µM]	-29%
COc1cc2c(cc1C1C(C#N)=C(N)OC3=C1C(=O)CC(C)(C)C3)OCO2 (stereo not given)	-2%	-7%	-13%	-4%	-4%	-1	9%	16%	7%
Cc1c(Cl)cccc1NC(=O)CNc1cccc(S(=O)(=O)N(C)C)c1	-2%	1%	-10%	9%	-2%	-1	-1%	12%	14%
Cc1cccc(NC(=S)N(Cc2cccs2)Cc2cc3cc(C)cc(C)c3[nH]c2=O)c1	5%	6%	-18%	-11%	-6%	-10	-9%	-16%	-43%
CC(C)Sc1nc2sc3c(c2c2nnc(SCC(=O)NCc4ccco4)n12)CCCC3	-7%	-5%	?	5%[57.1 µM]	1%	5	-19%	-6%[57.1 µM]	9%[11.4 µM]
COC(=O)c1cc(Cl)cc2c(C)c(C3(O)CCCCC3)[nH]c12	-7%	-4%	-26%	9%[57.1 µM]	-2%	8	1%	8%[57.1 µM]	-12%
COc1ccc(C(=O)N2CCN(S(=O)(=O)c3ccc(C)cc3)CC2)cc1S(=O)(=O)N1CCOCC1	1%	10%	-15%	2%	-2%	1	0%	20%	1%
CCCN1C(=O)C(O)(CC(=O)c2ccc(CC)cc2)c2cc(Br)ccc21 (stereo not given)	4%	-3%	-6%	5%[57.1 µM]	2%	3	6%	13%[57.1 µM]	-5%
Nc1nc(Cl)cc(N2CCC(c3cc(-c4ccc(Cl)cc4)n[nH]3)CC2)n1	1%	6%	-12%	-1%	-5%	8	-11%	5%	18%
O=C(COc1cc(F)ccc1[N+](=O)[O-])Nc1cccc(Br)c1	-1%	13%	-3%	2%[57.1 µM]	3%	-7	-10%	29%[57.1 µM]	11%
CCOc1ccc2nc(NC(=O)CN3CCN(CC)CC3)sc2c1	3%	-3%	-12%	-1%	3%	3	0%	13%	0%
Cc1ccc(NC(=O)C2CCCN(S(=O)(=O)c3c(C)n[nH]c3C)C2)cc1C (stereo not given)	-1%	-13%	-23%	-16%	-3%	-1	-3%	-30%	-15%
COc1ccc(-c2ccc(/C=N/NC(=O)Cc3nnc(N)s3)o2)cc1Cl	0%	-6%	-27%	8%	0%	1	-21%	?	-3%
COc1ccc(OCC(=O)N2CCN(C(=O)c3cccc(OC)c3OC)CC2)cc1	1%	-5%	-23%	7%	0%	-7	10%	17%	-2%
Cc1ccc(NC(=O)C2C3C=CC4(O3)C2C(=O)N(CCCN2CCCCC2)C4C(=O)NC2CCCCC2)cc1Cl (stereo not given)	-1%	-12%	-16%	-5%	-4%	-1	5%	6%	0%
COc1ccc2nc(SCCC(=O)O)cc(C)c2c1	0%	-14%	-12%	4%	2%	-4	10%	2%	25%
CSc1ccccc1NC(=O)CSCc1ccccc1Br	0%	11%	-15%	-9%	-3%	-1	-3%	1%	-13%
COc1ccc(/C=c2\s/c(=C(/C#N)C(=O)NCc3ccco3)n(-c3ccccc3)c2=O)cc1	-5%	7%	-18%	11%	-4%	-5	?	8%[57.1 µM]	-19%
COc1ccc(-c2noc(-c3ccccc3C(=O)Nc3cccnc3)n2)cc1	-16%	2%	-6%	7%[57.1 µM]	1%	1	-5%	11%[57.1 µM]	18%
COc1ccc(S(=O)(=O)N(C)C[C@H]2Oc3ccc(NC(=O)C4CCCCC4)cc3C(=O)N([C@H](C)CO)C[C@@H]2C)cc1	-3%	-4%	?	8%[57.1 µM]	-2%	-5	3%	16%[57.1 µM]	-7%
O=C(C1CC1)N1N=C(c2ccc(Cl)cc2)CC1(O)C(F)(F)F (stereo not given)	-4%	13%	-5%	-6%	4%	-1	2%	10%	31%
CC(=O)/C(C[N+]1(C)CCCCC1)=N\O	-4%	1%	3%	-2%	0%	-10	3%	-9%	-10%
Cc1ccc(C(=O)NCc2ccc3c(c2)OCO3)c(Cl)c1	-2%	-3%	1%	.	3%	-4	1%	.	.
COc1cccc(/C=C/C(=O)OC(C)C(=O)Nc2c(C)n(C)n(-c3ccccc3)c2=O)c1 (stereo not given)	1%	3%	-2%	82%	-4%	5	-8%	37%	-5%
CCOC(=O)C1CCCN(C(=O)c2csc(-c3ccc4c(c3)CCO4)n2)C1 (stereo not given)	-6%	1%	-5%	9%[57.1 µM]	-2%	-2	-1%	28%[57.1 µM]	13%
CC(C)NC(=O)CC(=O)N/N=C/c1c(F)cccc1Cl	1%	-3%	-12%	-3%	-4%	-3	-1%	3%	8%
O=C(Cn1ccn(-c2cccc(Cl)c2)c(=O)c1=O)NCCc1ccccc1	3%	11%	3%	-4%	-4%	-11	1%	-26%[11.4 µM]	-45%
CCSc1nc2ccccc2[nH]1	1%&-1%	-2%&7%	-3%&1%	1%[57.1 µM]	1%&0%	-1&-6	-1%&1%	-3%&21%	-9%&11%
CC(=O)OCc1c(C(F)(F)F)nn(C)c1Sc1ccccc1	0%	7%	-14%	1%	-1%	1	3%	-2%	3%
COc1ccc(Br)cc1CNC(=O)C1CCN(S(=O)(=O)N2CCCCC2)CC1	-4%	-2%	9%	-1%	-2%	0	-7%	21%	-6%
O=C(c1ccco1)N1CCN(C(=O)c2ccc(COc3ccc4c(c3)CCC4)o2)CC1	1%	4%	-16%	-5%	-10%	2	-2%	?	-40%
Cc1cc(CNCc2c(C(=O)N3CCCCCCC3)nc3ccc(Cl)cn23)nn1C	1%	4%	-26%	-2%	-2%	-1	-17%	?	1%
CN[C@H](C)C(=O)NC[C@H]1O[C@@H](n2ccc(N)nc2=O)[C@H](O)[C@@H]1O	-3%	-8%	?	.	3%	-3	1%	.	.

The list is partial; count on the stated rates, not on these rows.
